RORgamma inh = qHTS for inhibitors of ROR gamma transcriptional activity | Potency, µM (series often up to 53.6 µM), without a hit: top-dose activity change, negative = inhibition, most hits filed as inhibitors | Drosophila S2 Gal4-RORgamma UAS-luciferase reporter, 20 h | 310,000 compounds, 5.4% hits | AID 2551, 2010 | Nuclear receptor ROR-gamma (Mus musculus), P51450; further: potency means the concentration at half of the fitted maximal effect; on the % scale 0 is the no-effect control and ±100 the full control effect; nearly all actives have a fitted effect of over 60% in size
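ROR gamma transcriptional activity was tracked as Gal4-UAS luciferase output in stably transfected Drosophila Schneider cells, with compound added 1 hr before 700 uM copper sulfate induction and a 20 hr ambient-temperature incubation.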
ELG1 genotox = qHTS screen for small molecules that induce genotoxicity in human embryonic kidney (HEK293T) cells expressing luciferase-tagged ELG1; HEK293T ELG1-luciferase reporter, luminescence, 16 h; Potency, µM (highest dose often 46 µM), for the others: at the highest dose activity change, positive = activation, most hits filed as activators; 330,000 compounds, 1.3% hits; further: potency means the concentration at half of the fitted maximal effect; % of control where 0% means no effect; nearly all actives have a fitted effect of over 60% in size
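Genotoxicity was scored as increased ELG1-luciferase reporter signal, measured by ONE-Glo luminescence (30 min, room temperature). Compound or vehicle exposure of the HEK293T reporter cells lasted 16 hr at 37°C.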
ELG1 repair inh = qHTS screen for small molecules that inhibit ELG1-dependent DNA repair in human embryonic kidney (HEK293T) cells expressing luciferase-tagged ELG1. HEK293T ELG1-luciferase reporter, luminescence, 16 h; DNA damage induced by 5-fluorouridine. Potency, µM (series often up to 46.1 µM), for inactives: at the top dose activity change, negative = inhibition, actives largely listed as inhibitors. 330,000 compounds, 2.3% hits; further: potency means the concentration at half of the fitted maximal effect; on the % scale 0 is the no-effect control and ±100 the full control effect; nearly all actives have a fitted effect of over 55% in size
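Cells (2,000 per well) received 5-fluorouridine plus test compound or DMSO and were incubated 16 hr at 37 °C, 5% CO2. Luciferase activity was read by luminescence 30 min after ONE-Glo addition; signal suppression marked inhibition of damage-induced ELG1 function.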
BRCA1 expr up = qHTS Assay to Identify Small Molecule Activators of BRCA1 Expression; MCF7-BRCA1-FFLuc reporter, luminescence, 48 h; response scale: scaled: vehicle 0%, 10 µM genistein 100%; Potency, µM (series often up to 46.1 µM), for the others: at the top dose activation, most hits filed as activators; 380,000 compounds, 1.1% hits; AID 624202, 2012; further: potency means the concentration at half of the fitted maximal effect; nearly all actives have a fitted effect of over 80% in size; some results filed as inactive show a strong effect at the top dose
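Activators of BRCA1 expression were detected as increased firefly luciferase luminescence in engineered MCF7 cells after 48 h compound incubation. Signals were scaled to genistein 10 microM as full activation.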
FLuc modulator = qHTS profiling assay for firefly luciferase inhibitor/activator using purifed enzyme and Km concentrations of substrates (counterscreen for miR-21 project); Luciferin 4-monooxygenase (Photinus pyralis), P08659; AID 588342, 2011; Potency, µM (titrated, usually from 57.5 µM), without a hit: at the highest dose activity change, negative = inhibition, usual class: inhibitors; 360,000 compounds, 6.9% hits; purified FLuc, Km substrates, luminescence inhibition;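 further: potency means the concentration at half of the fitted maximal effect; plate controls were vehicle for no effect and reference inhibitor for full effect; nearly all actives have a fitted effect of over 55% in size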
Target sequence (P08659 whole entry, looked up): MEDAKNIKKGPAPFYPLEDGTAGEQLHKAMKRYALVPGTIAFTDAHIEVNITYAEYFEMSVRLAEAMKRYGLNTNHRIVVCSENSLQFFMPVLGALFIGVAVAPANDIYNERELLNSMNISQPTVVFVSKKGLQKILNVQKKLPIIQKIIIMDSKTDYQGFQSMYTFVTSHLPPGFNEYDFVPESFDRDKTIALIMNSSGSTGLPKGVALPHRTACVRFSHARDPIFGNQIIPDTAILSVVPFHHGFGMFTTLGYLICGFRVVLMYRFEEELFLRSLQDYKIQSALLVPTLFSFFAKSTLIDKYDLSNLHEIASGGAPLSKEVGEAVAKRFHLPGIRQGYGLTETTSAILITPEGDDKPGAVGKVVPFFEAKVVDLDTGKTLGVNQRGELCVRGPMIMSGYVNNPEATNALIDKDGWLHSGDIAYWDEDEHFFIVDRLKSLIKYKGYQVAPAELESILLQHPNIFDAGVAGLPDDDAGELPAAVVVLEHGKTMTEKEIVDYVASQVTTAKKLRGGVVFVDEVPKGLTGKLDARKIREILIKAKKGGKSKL
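Purified P. pyralis luciferase, 10 nM final, with Km-level 10 uM D-luciferin and 10 uM ATP in 50 mM Tris acetate pH 7.5, 10 mM Mg acetate, 0.01% Tween-20, 0.05% BSA; 6-point qHTS titration about 60 µM downward; luminescence read.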
p53 reactivation = qHTS assay for re-activators of p53 using a Luc reporter | H1299 p53-A138V BP100-luciferase reporter, luminescence, 24 h | Potency, µM (series often up to 92.2 µM), inactives show top-dose activity change, positive = activation, most hits filed as activators | 320,000 compounds, 0.063% hits | AID 504706, 2011; further: potency means the concentration at half of the fitted maximal effect; % of control where 0% means no effect; nearly all actives have a fitted effect of over 45% in size
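p53-null H1299 cells stably carrying temperature-sensitive p53-A138V and a BP100-luciferase reporter were pinned with compounds (4-point, 1:5 series) and held 24 hrs at 37 deg C. Luminescence was read 10 min after detection reagent.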
TRPV1 agonist = HTS Assay for Compounds that Act as Agonists of the Vanilloid Receptor 1. Transient receptor potential cation channel subfamily V member 1 (Homo sapiens), Q8NER1. TRPV1-expressing cells, Fluo-8 calcium influx, agonist mode. activation, % at 8.33 µM. 320,000 compounds, 0.19% hits; in the data active means activation above about 80%; inconclusive means between about 30% and that limit; further: 0% is about no effect
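Fluo-8 calcium influx in TRPV1-expressing cells, kinetic read (ex 480/em 520 nm). Compound added and read 3 min for agonist activity, followed by capsaicin at EC20 final and 2 min further read for enhancement.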
Rab9 promoter act = qHTS Assay for Rab9 Promoter Activators. AID 485297, 2010. Potency, µM (titrated, usually from 9.22 µM), for inactives: top-dose activation, negative = inhibition, hits mostly activators. 320,000 compounds, 2.8% hits. Huh7 Rab9 promoter-luciferase reporter, luminescence, 24 h; further: potency means the concentration at half of the fitted maximal effect; % of control where 0% means no effect; nearly all actives have a fitted effect of over 60% in size
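Cell-based reporter: Huh7 stable for Rab9 promoter-driven luciferase, plated in reduced-serum medium with 10% FBS at 1500 cells/well, compound-treated 24 h at 37 °C, luminescence read after 10 min reagent.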
Tb PFK inh = qHTS Assay to Find Inhibitors of T. brucei phosphofructokinase. ATP-dependent 6-phosphofructokinase (Trypanosoma brucei brucei), O15648. T. brucei PFK, ADP-Glo luminescence. Potency, µM (series often up to 57.5 µM), for the others: top-dose activity, negative = inhibition, most hits filed as inhibitors. 330,000 compounds, 0.17% hits;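 further: potency means the concentration at half of the fitted maximal effect; 0% = uninhibited 1x PFK enzyme wells and -100% = no-enzyme wells; nearly all actives have a fitted effect of over 60% in size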
Target sequence (O15648 whole entry, looked up): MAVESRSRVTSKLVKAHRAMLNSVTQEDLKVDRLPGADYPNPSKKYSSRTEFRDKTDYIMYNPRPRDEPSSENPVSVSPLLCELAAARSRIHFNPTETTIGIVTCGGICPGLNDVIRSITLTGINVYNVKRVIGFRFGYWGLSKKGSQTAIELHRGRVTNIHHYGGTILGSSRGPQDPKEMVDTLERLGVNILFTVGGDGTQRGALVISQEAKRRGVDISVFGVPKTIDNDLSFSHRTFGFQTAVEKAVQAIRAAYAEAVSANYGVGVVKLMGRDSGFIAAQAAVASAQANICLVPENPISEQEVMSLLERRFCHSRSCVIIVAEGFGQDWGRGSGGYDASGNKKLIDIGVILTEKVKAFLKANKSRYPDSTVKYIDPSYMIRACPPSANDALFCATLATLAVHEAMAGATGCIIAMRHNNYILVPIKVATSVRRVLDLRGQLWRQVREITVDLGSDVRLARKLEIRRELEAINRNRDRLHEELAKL
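Luminescent ADP detection (ADP-Glo, two-step: ATP depletion then ADP-to-ATP conversion for luciferase) reported PFK activity after 45 min room-temperature reaction of 1.25 nM enzyme with 0.5 mM F6P and 0.1 mM ATP at pH 8.0.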
VP16 counter = VP16 counterscreen qHTS for inhibitors of ROR gamma transcriptional activity | Drosophila S2 Gal4-VP16 UAS-luciferase, luminescence, 20 h | Potency, µM (titrated, usually from 53.6 µM), without a hit: at the top dose activity, negative = inhibition, actives largely listed as inhibitors | 310,000 compounds, 3.5% hits;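 further: Gal4-VP16 expression switched on by copper sulfate through the metallothionein promoter; potency means the concentration at half of the fitted maximal effect; on the % scale 0 is the no-effect control and ±100 the full control effect; nearly all actives have a fitted effect of over 50% in size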
NPC1 promoter act = qHTS Assay for NPC1 Promoter Activators; 320,000 compounds, 2.4% hits; Potency, µM (top dose mostly 9.22 µM), for the others: at the top dose activation, usual class: activators; AID 485313, 2010; Huh7 NPC1 promoter luciferase reporter, 24 h;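 further: potency means the concentration at half of the fitted maximal effect; % of control where 0% means no effect; nearly all actives have a fitted effect of over 60% in size; reporter is driven by a mutant NPC1 promoter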
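Luciferase expression driven by the NPC1 promoter was measured in stably transfected Huh7 cells after a 24 h compound incubation, using a luciferase reagent and a luminescence read.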
* hit, by the source's call; ? = inconclusive; · = not tested or not shown. Unless noted, the call rests on the fitted dose curve; in most records, active means well fitted curve in the direction sought with a large enough effect; inconclusive means small, poorly fitted or top-dose-only effect, or another doubt; inactive means no such curve, though single readings can be large; an effect the other way counts as inactive or inconclusive.

SMILES	RORgamma inh	ELG1 genotox	ELG1 repair inh	BRCA1 expr up	FLuc modulator	p53 reactivation	TRPV1 agonist	Rab9 promoter act	Tb PFK inh	VP16 counter	NPC1 promoter act
COC(=O)c1ccccc1NC(=O)Nc1ncccc1C	8%	0%	15%	-14%	-1%	-2%	-2	-7%	4%	-8%	-3%
COc1ccc(NC(=O)CSc2ccccn2)c([N+](=O)[O-])c1	14%	?	?	?	?	11%	2	?	-2%	2%	24%
CCn1c(C)nc2cc(C(=O)N/N=C/c3ccccc3C)ccc21	?	?	?	?	11µM*	2%	-3	1.1µM*	0%	?	1.8µM*
CCOC(=O)C1CCCN(C(=O)c2ccc(CS(=O)(=O)Cc3ccccc3C)o2)C1 (centres undefined)	-29%	-11%	?	-19%	2%	-24%	-1	-4%	-2%	0%	-12%
CC(C)Cn1c(Cc2ccccc2)n[nH]c1=S	4.5µM*	-1%	?	-15%	1%	8%	2	-3%	5%	0%	-3%
COCCn1nc2cc(C(=O)NCc3cc(C(F)(F)F)cc(C(F)(F)F)c3)ccc2c1OC	16%	-2%	1%	5%	-2%	-7%	2	-3%	-2%	-3%	-10%
CCCC(=O)c1cc2c(cc1NC(=O)c1cccs1)OCCO2	-6%	2%	-4%	-16%	-7%	1%	?	14%	-3%	-7%	-1%
Cc1ccc(N2C(=O)N(CC(=O)c3cc(C)ccc3C)C(=O)C2C)cc1 (centres undefined)	14%	0%	-10%	-37%	1%	-11%	?	-2%	2%	2%	0%
S=C(c1ccc(OCc2ccccc2)cc1)N1CCCC1	?	?	?	?	19µM*	7%	19	?	1%	?	?
COC(=O)c1ccc(C(c2c(C)n(C)n(-c3ccccc3)c2=O)c2c(C)n(C)n(-c3ccccc3)c2=O)cc1	7%	0%	?	0%	-1%	·	-4	1%	2%	-1%	0%
Cc1noc(C)c1C(=O)OCC(=O)NCc1ccccc1	·	1%	-4%	10%	2%	-1%	0	-3%	-5%	·	2%
CC1(C)C(=O)Nc2ccccc2N1C(=O)COC(=O)Cc1c(F)cccc1Cl	·	1%	0%	-26%	-1%	-9%	0	9%	-8%	·	-5%
COCCN(CCOC)S(=O)(=O)c1ccc(C(=O)Nc2nnc(CSC)o2)cc1	5µM*	-2%	9%	19%	-14%	-4%	-1	-2%	-2%	13µM*	-3%
Cc1ccc(S(=O)(=O)N2CCCCC2)cc1NC(=O)COC(=O)CNC(=O)c1cc(Cl)cc([N+](=O)[O-])c1	13%	1%	1%	-3%	4%	1%	3	-4%	2%	1%	1%
COc1ccc(CCNC(=O)c2ccc(OCc3c(C)noc3C)c(OC)c2)cc1	·	9%	0%	-7%	·	-3%	·	·	4%	·	·
CCN(CCNC(=O)c1ccc(CSc2nc3ccncc3[nH]2)cc1)c1ccccc1	-19%	-3%	?	-2%	1%	0%	9	-4%	-1%	?	2%
CC(C)(C)c1ccc(-c2nc(-c3ccncc3)no2)cc1	?	?	?	17%	0.95µM*	?	?	0.45µM*	-1%	?	0.4µM*
CCn1c(SCC(=O)O)nnc1-c1ccc2[nH]c(C)c(C)c2c1	-4%	-2%	29%	7%	?	-3%	0	0%	0%	-2%	3%
CC1CCC2(CC1)NC(=O)N(CC(=O)Nc1cccc(C#N)c1)C2=O (centres undefined)	·	0%	8%	-12%	12%	-10%	3	-3%	0%	·	0%
O=C1C=CC(=O)N1Cc1ccccc1	?	7%	-6%	-23%	-19%	·	0	-1%	-12%	?	-3%
O=C(Nc1ccc(OC(F)(F)F)cc1)c1cnc2n(c1=O)CCS2	2%	7.3µM*	?	1%	-11%	?	17	14%	-10%	28%	?
COc1cccc(CNC(=O)COC(=O)CN2C(=O)NC3(CCCCC3C)C2=O)c1 (centres undefined)	·	0%	27%	0%	-2%	-1%	2	1%	0%	·	-2%
CCOC(=O)C1CCCN(C2=NC(=O)/C(=C/c3ccc(OC)c(OC)c3)S2)C1 (centres undefined)	10%	9%	-8%	-13%	-2%	-3%	-4	-9%	4%	2%	-1%
COc1cc(OC)c(NC(=O)c2cc(S(=O)(=O)N3CCOCC3)cn2C)cc1Cl	36%	5%	-3%	2%	-5%	6%	1	5%	-3%	0%	-5%
COc1cc(NC(=O)c2cccs2)c(C(=O)OCC(=O)NCc2ccco2)cc1OC	-22%	1%	-23%	-24%	3%	-2%	?	-1%	?	-7%	-1%
COC(=O)c1c(NC(=O)c2ccco2)sc(C(=O)N2CCCC2)c1C	-1%	9%	11%	-2%	0%	0%	-1	1%	0%	-6%	-2%
CC(=O)Nc1cccc(Oc2cc(C#N)c(C#N)cc2N2CCCCCC2)c1	20%	-9%	?	-73%	1%	-14%	?	-9%	18%	-4%	-3%
CCCCn1c(/N=C/c2ccc(N(C)C)cc2)nc2ccccc21	?	-1%	-3%	-53%	1.9µM*	7%	0	-2%	-4%	-5%	0%
NS(=O)(=O)c1ccc(CCNC(=O)CSc2nc3ccccc3c(=O)n2CCC(=O)N2CCCCC2)cc1	17%	-4%	0%	-7%	2%	-4%	-1	-4%	-6%	-6%	-5%
CCCC(=O)Nc1nnc(-c2ccc(Cl)s2)o1	8.9µM*	-3%	14%	4%	-19%	10%	3	0%	-4%	?	0%
Cc1ccc(-n2nnnc2C(=Cc2ccc(N(C)C)cc2)c2nnnn2-c2ccc(C)cc2)cc1	-6%	2%	?	-15%	2%	-7%	28	-5%	0%	0%	-5%
Fc1cccc(/C=N/N=C/c2cccc(F)c2)c1	35%	?	?	13%	2.7µM*	12%	1	?	-3%	-10%	?
O=C(c1ccc(Br)cc1)c1sc(N2CCOCC2)nc1-c1ccccc1	4%	-12%	?	-46%	-9%	-3%	?	-1%	-2%	-5%	-5%
COc1ccc2oc(=O)cc(CN(C)Cc3ccccc3)c2c1	12%	-11%	-4%	-1%	4%	·	?	-4%	0%	?	-3%
Cc1cccc(-n2c(SCC(=O)N3CCC(C(=O)O)CC3)nc3ccccc3c2=O)c1C	34%	6%	23%	-32%	0%	8%	1	-4%	-12%	-19%	5%
COc1ccccc1-c1cc(C(=O)NCCc2ccccc2)no1	28%	13µM*	?	50%	9.5µM*	?	7	3.5µM*	4%	?	?
COc1cccc(N=Cc2c[nH][nH]c2=O)c1	-11%	15%	4%	-4%	-5%	-14%	4	17%	-15%	-6%	-2%
COC(=O)/C=C1/SC(=NC(=O)c2ccccc2)NC1=O	35%	5%	6%	16%	3%	-6%	1	1%	0%	-7%	2%
O=C(COC(=O)c1c[nH]c2ccccc12)Nc1cccc(F)c1	·	1%	2%	-29%	-6%	-4%	2	-3%	13%	·	3%
CC(C)CNC(=O)[C@H](Cc1ccccc1)NC(=O)c1cccs1	-17%	-4%	4%	-18%	2%	1%	-1	1%	-1%	4%	2%

Fetched one by one from the list above, two records:
SMILES	RORgamma inh	ELG1 genotox	ELG1 repair inh	BRCA1 expr up	FLuc modulator	p53 reactivation	TRPV1 agonist	Rab9 promoter act	Tb PFK inh	VP16 counter	NPC1 promoter act
Cc1ccc(-n2nnnc2C(=Cc2ccc(N(C)C)cc2)c2nnnn2-c2ccc(C)cc2)cc1	-6%	2%	?	-15%	2%	-7%	28	-5%	0%	0%	-5%
COc1ccccc1-c1cc(C(=O)NCCc2ccccc2)no1	28%	13µM*	?	50%	9.5µM*	?	7	3.5µM*	4%	?	?

Three compounds already listed, ordered by the number in TRPV1 agonist, smallest number first.
Compound | TRPV1 agonist
O=C(COC(=O)c1c[nH]c2ccccc12)Nc1cccc(F)c1 | 2
COc1cccc(N=Cc2c[nH][nH]c2=O)c1 | 4
Cc1ccc(-n2nnnc2C(=Cc2ccc(N(C)C)cc2)c2nnnn2-c2ccc(C)cc2)cc1 | 28
